Integrin act MD – qHTS for Activators of Integrin-Mediated Alleviation for Muscular Dystrophy; alpha7betagal myoblasts, beta-gal FDG fluorescence, 48 h; Potency, µM (titrated, usually from 38.3 µM), for inactives: at the top dose activation, actives largely listed as activators; actives 0.064% (n = 350,000); AID 624291, 2012;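 also: potency is read from the fitted curve at half-maximal effect; 100% = response of the positive control SU9516; nearly all actives have a fitted effect of over 60% in size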
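Alpha7betagal+/- myoblasts (passage 13) were plated 16-24 hr, then exposed to compounds (1:260 dilution of DMSO stock) for 48 hours at 37C. After MPER lysis, β-galactosidase reporter activity was read as FDG fluorescence (ex 480/em 540) after 30 minutes.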
MBNL1 CUG block – qHTS Assay for Inhibitors of MBNL1-poly(CUG) RNA binding | Muscleblind-like protein 1 (Homo sapiens), Q9NR56 | TR-FRET MBNL1-His/biotin-(CUG)12 binding, 665/545 ratio | Potency, µM (titrated, usually from 57.5 µM), for inactives: at the highest dose activity change, negative = inhibition, most hits filed as inhibitors | actives 0.036% (n = 280,000) | AID 2675, 2010; active = well fitted inhibition curve with a large enough effect in the signal ratio, with a control signal flat, not every such curve was filed as active; inconclusive = small, poorly fitted or top-dose-only effect, or effect the other way, or a change in a side signal; inactive = no such curve, though single readings can be large or run the other way; the % refers to the signal ratio; also: potency is read from the fitted curve at half-maximal effect; % is scaled to controls: 0 for no effect and ±100 for the full control effect
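TR-FRET between His-tagged MBNL1 and biotin-(CUG)12 RNA, detected with Tb anti-His antibody (0.055 ng/ul) and streptavidin-XL665 (5 nM), 60 min at room temperature. Compounds titrated 92 nM to 58 uM; 665/545 nm ratio normalized to buffer and complex controls.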
Menin MLL FP TR – qHTS Assay for Inhibitors Targeting the Menin-MLL Interaction in MLL Related Leukemias: Competition With Texas Red Labeled MLL-derived Mutant Peptide | actives 0.23% (n = 270,000) | O00255 | Potency, µM (top dose mostly 61.6 µM), for the others: at the highest dose FP activity change, negative = inhibition, actives largely listed as inhibitors | AID 1768, 2009 | Menin + Texas Red MLL mutant peptide, fluorescence polarization; active = well fitted inhibition curve with a large enough effect in the polarisation, with a control signal flat, not every such curve was filed as active; inconclusive = small, poorly fitted or top-dose-only effect, or effect the other way, or a change in a side signal; inactive = no such curve, though single readings can be large or run the other way; the % refers to the polarisation; also: potency is read from the fitted curve at half-maximal effect; % of control where 0% means no effect; many of its hits are not listed in these tables
TSHR antagonist – Antagonists of the Thyroid Stimulating Hormone Receptor: HTS campaign | Thyrotropin receptor (Homo sapiens), P16473 | TSHR-expressing cells, TSH-stimulated cAMP HTRF, 2 h; hits give low values | activity change, negative = inhibition, % at 11.5 µM | actives 0.2% (n = 330,000);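 active = activity change below a set negative limit, meaning inhibition stronger than a set level, cut at about -70% in these data; inconclusive = activity change between two set negative limits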; also: % is scaled to controls: 0 for no effect and ±100 for the full control effect
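TSHR-expressing cells, 200/well, pre-treated with compound, then stimulated with EC80 TSH (4nM final) for 2 hours at 37 deg C. cAMP measured by competitive HTRF: anti-cAMP cryptate antibody in lysis buffer plus cAMP-d2, read after 30 minutes at room temperature.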
A-T KAP1 phos – qHTS Assay for Identifying a Potential Treatment of Ataxia-Telangiectasia | […] A-T fibroblasts, KAP-1 phosphorylation AlphaLISA; neocarzinostatin DNA damage 30 min before lysis | Potency, µM (top dose mostly 57.5 µM), for inactives: top-dose activation, usual class: activators | actives 0.19% (n = 320,000) | AID 485349, 2010; also: potency is read from the fitted curve at half-maximal effect; % of control where 0% means no effect; nearly all actives have a fitted effect of over 45% in size
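ATM-like activity read as KAP-1 phosphorylation via AlphaLISA donor/acceptor antibody pairs after lysis and 6 hr at 25C. Cells were ATM-null patient fibroblasts ([…], hTERT), dosed 60 min, then exposed to the DSB inducer NCS for 30 min.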
ASM inhibitor – Inhibitors of Secretory Acid Sphingomyelinase (S-ASM): qHTS | Sphingomyelin phosphodiesterase (Homo sapiens), P17405 | placental ASM, HMU-PC fluorogenic substrate, 60 min | Potency, µM (doses to about 57.5 µM), inactives show at the highest dose activity change, negative = inhibition, hits mostly inhibitors | actives 0.006% (n = 340,000) | AID 504937, 2011; also: potency is read from the fitted curve at half-maximal effect
Target sequence (P17405 47-631 limits assumed): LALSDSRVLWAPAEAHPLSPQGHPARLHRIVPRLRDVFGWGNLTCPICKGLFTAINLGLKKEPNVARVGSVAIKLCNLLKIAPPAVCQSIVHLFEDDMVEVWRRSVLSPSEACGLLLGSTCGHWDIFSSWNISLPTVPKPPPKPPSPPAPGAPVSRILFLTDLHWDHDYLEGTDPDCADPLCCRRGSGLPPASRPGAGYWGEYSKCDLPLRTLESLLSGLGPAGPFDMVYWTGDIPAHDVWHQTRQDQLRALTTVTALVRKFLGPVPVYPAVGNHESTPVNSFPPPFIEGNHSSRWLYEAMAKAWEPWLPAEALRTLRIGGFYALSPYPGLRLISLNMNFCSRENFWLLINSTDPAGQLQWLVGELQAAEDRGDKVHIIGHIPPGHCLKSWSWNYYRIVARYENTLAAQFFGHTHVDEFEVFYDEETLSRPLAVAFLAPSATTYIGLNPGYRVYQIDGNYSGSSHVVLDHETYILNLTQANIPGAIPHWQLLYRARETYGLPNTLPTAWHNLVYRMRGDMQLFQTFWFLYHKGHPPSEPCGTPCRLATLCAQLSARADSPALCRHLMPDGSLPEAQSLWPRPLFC
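Fluorogenic HMU-PC substrate (9 uM final) is turned over by placental ASM in 60 min at 37 C after a 10 min compound preincubation. Reaction ended by alkaline stop (pH 10), with fluorescence read at 386/447 nm.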
Mito fusion act – qHTS Assay for Small Molecule Inhibitors of Mitochondrial Division or Activators of Mitochondrial Fusion; S. cerevisiae fusion-defective mutant growth rescue, CellTiterGlo 48 h; Potency, µM (highest dose often 46.1 µM), for inactives: at the top dose growth rescue (activation), most hits filed as activators; actives 0.23% (n = 320,000);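 also: potency is read from the fitted curve at half-maximal effect; % of control where 0% means no effect; nearly all actives have a fitted effect of over 45% in size; temperature-sensitive fusion mutants such as fzo1-1 at 37 °C on non-fermentable ethanol glycerol medium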
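Temperature-sensitive fusion-defective S. cerevisiae (e.g. fzo1-1, mgm1-5) were grown with compound in YPEG medium (3% ethanol, 3% glycerol) for 48 hours at 37C. Growth rescue was measured as viability by CellTiterGlo luminescence after 10 minutes at ambient.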
TSG101-PTAP inh – qHTS Assay for Iinhibitors of HIV-1 Budding by Blocking the Interaction of PTAP/TSG101; Tumor susceptibility gene 101 protein (Homo sapiens), Q99816; Fluorescence polarization, FITC-PTAP peptide / Tsg101 binding; Potency, µM (top dose mostly 115 µM), for the others: at the highest dose activity change, negative = inhibition, hits mostly inhibitors; 340,000 tested, under 10 active; active = well fitted inhibition curve with a large enough effect in the main read-out, with a control signal flat, not every such curve was filed as active; inconclusive = small, poorly fitted or top-dose-only effect, or effect the other way, or a change in a side signal; inactive = no such curve, though single readings can be large or run the other way; also: potency is read from the fitted curve at half-maximal effect; % of control where 0% means no effect
Target sequence (Q99816 whole entry, looked up): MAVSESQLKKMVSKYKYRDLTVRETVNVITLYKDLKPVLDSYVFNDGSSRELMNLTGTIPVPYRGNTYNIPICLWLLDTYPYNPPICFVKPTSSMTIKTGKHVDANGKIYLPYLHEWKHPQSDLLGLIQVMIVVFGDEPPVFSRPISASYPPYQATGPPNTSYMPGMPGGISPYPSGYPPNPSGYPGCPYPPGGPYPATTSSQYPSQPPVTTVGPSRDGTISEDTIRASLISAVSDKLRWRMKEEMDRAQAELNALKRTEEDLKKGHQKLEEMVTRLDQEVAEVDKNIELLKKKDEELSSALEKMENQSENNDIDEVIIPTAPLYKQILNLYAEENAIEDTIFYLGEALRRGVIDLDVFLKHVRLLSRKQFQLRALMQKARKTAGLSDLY
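Steps: Tsg101 binding domain dispensed (10 uM final), compounds pinned in DMSO, FITC-labeled PTAP-motif peptide added (50 nM final); after 20 min binding at room temperature, polarization measured.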
MLL CXXC-DNA inh – qHTS Fluorescence Polarization Assay for Inhibitors of MLL CXXC domain - DNA interaction | MLL-CXXC / FITC-HOXA9 DNA fluorescence polarization | Potency, µM (doses to about 115 µM), for inactives: at the top dose activity change, negative = inhibition, hits mostly inhibitors | Histone-lysine N-methyltransferase 2A (Homo sapiens), Q03164 | AID 2662, 2010 | actives 0.037% (n = 290,000); active = well fitted inhibition curve with a large enough effect in the polarisation, with a control signal flat, not every such curve was filed as active; inconclusive = small, poorly fitted or top-dose-only effect, or effect the other way, or a change in a side signal; inactive = no such curve, though single readings can be large or run the other way; the % refers to the polarisation; also: potency is read from the fitted curve at half-maximal effect
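Purified MLL-CXXC (added from a 7 uM solution) was preincubated 5 min at ambient with pinned compounds in 50 mM Tris-HCl pH 7.5, 50 mM NaCl, 1 mM DTT, 0.05% BSA. Fluorescein-labeled HOX-A9 DNA (50 nM solution) followed, 30 min, then polarization read.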
TCR activator – Activators of T cell receptors: qHTS campaign. primary human leukocytes, anti-CD3, IL-2 HTRF, 48 h. Potency, µM (titrated, usually from 9.22 µM), for the others: at the top dose activation of IL-2 secretion, most hits filed as activators. 330,000 tested, under 10 active; also: % of control where 0% means no effect
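TCR engagement came from a-CD3 beads alone, with compounds added to primary human leukocytes for 48 hr. Secreted IL-2 bridged europium cryptate- and d2-labelled anti-IL-2 antibodies, giving FRET emission at 665nm after 320nm excitation.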
* hit, by the source's call; [ ] = dose if it differs, or a comment. Unless noted, calls follow the shape of the dose curve; as a rule, active = well fitted curve in the direction sought with a large enough effect; inconclusive = small, poorly fitted or top-dose-only effect, or another doubt; inactive = no such curve, though single readings can be large; an effect the other way counts as inactive or inconclusive. A portion of the library; the hit share may differ from the screen's.

Results for OCCCc1nc2ccccc2[nH]1 ?
Integrin act MD: 13%; Menin MLL FP TR: -2%; TSHR antagonist: 3; A-T KAP1 phos: -4%; ASM inhibitor: 1%; Mito fusion act: 3%; TSG101-PTAP inh: 0%; MLL CXXC-DNA inh: 0%; TCR activator: -2%

What do the screens show for `O=C(CCc1nc2ccccc2[nH]1)NC1CCCCC1`?
Integrin act MD: -1%; MBNL1 CUG block: 4%; Menin MLL FP TR: -2%; TSHR antagonist: 23; A-T KAP1 phos: -4%; ASM inhibitor: 4%; Mito fusion act: -2%; TSG101-PTAP inh: -1%; MLL CXXC-DNA inh: 0%; TCR activator: 3%[46.1 µM]

How did CN(Cc1ccccc1)c1nc(N)nc(Cl)c1C=O do in these assays?
Integrin act MD: -16%; MBNL1 CUG block: 0%; Menin MLL FP TR: 8%; TSHR antagonist: -7; A-T KAP1 phos: -6%; ASM inhibitor: 3%; Mito fusion act: 10%; TSG101-PTAP inh: -5%; MLL CXXC-DNA inh: 10%; TCR activator: 5%

Results for CCOC(=O)N1CCC(NC(=O)c2cnn3c(C(F)(F)F)cc(-c4cccc(OC)c4)nc23)CC1 ?
Integrin act MD: 4%; MBNL1 CUG block: 16%; Menin MLL FP TR: -15%; TSHR antagonist: -11; A-T KAP1 phos: 1%; ASM inhibitor: 80%; Mito fusion act: -2%; TSG101-PTAP inh: -6%; MLL CXXC-DNA inh: 7%

Results for Cc1cccc(CCN=c2c([N+](=O)[O-])nn(-c3ccccc3)n2O)c1 ?
Integrin act MD: 27%; MBNL1 CUG block: inconclusive; Menin MLL FP TR: 0%; TSHR antagonist: 5; A-T KAP1 phos: -1%; ASM inhibitor: -9%; Mito fusion act: 7%; TSG101-PTAP inh: -7%; MLL CXXC-DNA inh: 2%; TCR activator: -2%

What do the screens show for `CC(=O)c1nc2ccccc2n1S(=O)(=O)c1ccc(Cl)cc1`?
Integrin act MD: -4%[7.66 µM]; MBNL1 CUG block: 2%; Menin MLL FP TR: -3%; TSHR antagonist: 14; A-T KAP1 phos: -4%; ASM inhibitor: 4%; Mito fusion act: -4%; TSG101-PTAP inh: -2%; MLL CXXC-DNA inh: 0%

Results for C=CCn1cc(/C=N/Nc2nc3ccccc3[nH]2)c2ccccc21 ?
Integrin act MD: -24%; MBNL1 CUG block: -9%; Menin MLL FP TR: inconclusive; TSHR antagonist: 2; A-T KAP1 phos: 3%; ASM inhibitor: inconclusive; Mito fusion act: 21%; TSG101-PTAP inh: -2%; MLL CXXC-DNA inh: 15%; TCR activator: -4%[46.1 µM]

Results for O=c1c2c(O)cc(O)cc2oc2ccc(O)c(O[C@@H]3O[C@H](CO)[C@@H](O)[C@H](O)[C@H]3O[C@H]3O[C@H](CO)[C@@H](O)[C@H](O)[C@H]3O)c12 ?
Integrin act MD: 2%; TSHR antagonist: 0; A-T KAP1 phos: -9%; ASM inhibitor: -2%; Mito fusion act: -5%; TSG101-PTAP inh: 1%; TCR activator: -2%

Results for Cc1cc(NC(=O)CS(=O)(=O)c2c[nH]c3ccccc23)no1 ?
Integrin act MD: 38%; MBNL1 CUG block: -4%; TSHR antagonist: -2; A-T KAP1 phos: 9%; ASM inhibitor: 4%; Mito fusion act: -1%; TSG101-PTAP inh: 1%; MLL CXXC-DNA inh: 11%; TCR activator: 2%

How did COc1ccc(C(=O)O/N=C(/c2ccccc2)c2ccncc2)cc1 do in these assays?
Integrin act MD: -13%; MBNL1 CUG block: 1%; Menin MLL FP TR: -17%; TSHR antagonist: -3; A-T KAP1 phos: 0%; ASM inhibitor: 6%; Mito fusion act: 6%; TSG101-PTAP inh: -4%; MLL CXXC-DNA inh: 13%; TCR activator: 1%

What do the screens show for `C[C@H]1C(=O)N(c2ccccc2)[C@@H]1c1ccccc1`?
Integrin act MD: -11%; TSHR antagonist: -11; A-T KAP1 phos: 9%; ASM inhibitor: -2%; TSG101-PTAP inh: 2%; TCR activator: 3%[46.1 µM]

How did CCC(CC)NC(=O)COC(=O)c1ccc(NS(=O)(=O)c2ccc3c(c2)OCCO3)cc1 do in these assays?
Integrin act MD: 13%; MBNL1 CUG block: -6%; Menin MLL FP TR: -5%; TSHR antagonist: 3; A-T KAP1 phos: -3%; ASM inhibitor: 2%; Mito fusion act: 1%; TSG101-PTAP inh: 0%; MLL CXXC-DNA inh: 0%; TCR activator: 0%

How did Cc1cccc(C(=O)N2CCC(c3nc4ccccc4s3)CC2)c1 do in these assays?
Integrin act MD: -16%; MBNL1 CUG block: -3%; Menin MLL FP TR: -9%; TSHR antagonist: -7; A-T KAP1 phos: 0%; ASM inhibitor: 2%; Mito fusion act: 15%; TSG101-PTAP inh: -5%; MLL CXXC-DNA inh: 1%; TCR activator: 0%

How did CCN1CCN(CC(=O)Nc2cc(C)on2)CC1 do in these assays?
Integrin act MD: inconclusive; MBNL1 CUG block: -1%; Menin MLL FP TR: -3%; TSHR antagonist: 6; A-T KAP1 phos: -11%; ASM inhibitor: -4%; Mito fusion act: 4%; TSG101-PTAP inh: -1%; MLL CXXC-DNA inh: -14%; TCR activator: 0%

How did CC(C)(C)OC(=O)N1CCC(CNC(=O)c2ccccc2)CC1 do in these assays?
Integrin act MD: 0%; MBNL1 CUG block: -1%; TSHR antagonist: 0; A-T KAP1 phos: -8%; ASM inhibitor: 5%; Mito fusion act: 2%; TSG101-PTAP inh: -2%; MLL CXXC-DNA inh: -14%; TCR activator: -5%

How did CSc1ccc(S(=O)(=O)NCc2ccc(C)cc2)cc1 do in these assays?
Integrin act MD: 4%; MBNL1 CUG block: -8%; Menin MLL FP TR: 2%; TSHR antagonist: -1; A-T KAP1 phos: 3%; ASM inhibitor: -5%; Mito fusion act: 5%; TSG101-PTAP inh: -5%; MLL CXXC-DNA inh: 3%; TCR activator: 4%

Results for CC1CCCN(c2ccc(C(=O)NCc3cccs3)cn2)C1 (stereo not drawn) ?
Integrin act MD: -26%; MBNL1 CUG block: 10%; Menin MLL FP TR: -5%; TSHR antagonist: -11; A-T KAP1 phos: -7%; ASM inhibitor: 3%; Mito fusion act: 3%; TSG101-PTAP inh: -5%; MLL CXXC-DNA inh: -9%; TCR activator: -4%[46.1 µM]

How did Cc1ccccc1OCC(=O)N/N=C/c1ccc(N(C)C)cc1 do in these assays?
Integrin act MD: -15%; MBNL1 CUG block: -3%; Menin MLL FP TR: -7%; TSHR antagonist: 8; A-T KAP1 phos: -4%; ASM inhibitor: 98%[activator]; Mito fusion act: -2%; TSG101-PTAP inh: 0%; MLL CXXC-DNA inh: -3%; TCR activator: -4%

How did CCOc1ccc(-c2c(C(=O)N/N=C(\C)c3ccccc3OC)nnn2-c2nonc2N)cc1 do in these assays?
Integrin act MD: -9%; MBNL1 CUG block: -3%; Menin MLL FP TR: 19%; TSHR antagonist: 12; A-T KAP1 phos: 1%; ASM inhibitor: 0%; Mito fusion act: -1%; TSG101-PTAP inh: 0%; MLL CXXC-DNA inh: -6%; TCR activator: -3%

Results for COc1ccc(CCNC(=O)Cc2cc(OC)c(OC)cc2Br)cc1OC ?
Integrin act MD: 19%; MBNL1 CUG block: 5%; Menin MLL FP TR: -4%; TSHR antagonist: -10; A-T KAP1 phos: 4%; ASM inhibitor: -1%; Mito fusion act: 1%; TSG101-PTAP inh: -8%; MLL CXXC-DNA inh: -2%; TCR activator: 1%

What do the screens show for `COc1ccc(NC(=O)C2CCN(C(=O)C3CC(=O)N(c4ccc(C)cc4)C3)CC2)cc1` (stereo not drawn)?
Integrin act MD: -26%; MBNL1 CUG block: -9%; Menin MLL FP TR: 1%; TSHR antagonist: 5; A-T KAP1 phos: -3%; ASM inhibitor: -1%[11.5 µM]; Mito fusion act: -6%; TSG101-PTAP inh: -8%; MLL CXXC-DNA inh: 3%; TCR activator: 6%

What do the screens show for `COC(=O)c1cc(S(=O)(=O)N2CCC(c3cc(OC)ccc3OC)C2)c[nH]1` (stereo not drawn)?
Integrin act MD: -48%[inhibitor]; MBNL1 CUG block: -10%; Menin MLL FP TR: -1%; TSHR antagonist: -15; A-T KAP1 phos: 7%; ASM inhibitor: 0%; Mito fusion act: 5%; TSG101-PTAP inh: 1%; MLL CXXC-DNA inh: 2%; TCR activator: 6%
